# Pol kappa inh – qHTS for Inhibitors of Polymerase Kappa. DNA polymerase kappa (Homo sapiens), Q9UBT6. purified Pol kappa, fluorescent DNA synthesis assay, 10 min. Potency, µM (titrated, usually from 107 µM), for the others: at the top dose activity, negative = inhibition, most hits filed as inhibitors. 400,000 tested, 0.53% active. AID 588579, 2011; further: on the % scale 0 is the no-effect control and ±100 the full control effect
#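 10 nM Pol kappa preincubated 15 min at room temperature with compounds, then reaction started with substrate at 50 nM final. Fluorescence read kinetically at 0 and 10 min; buffer-only wells served as negative control.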
# JMJD2A Tudor – qHTS Assay for Inhibitors of JMJD2A-Tudor Domain; Lysine-specific demethylase 4A (Homo sapiens), O75164; AlphaScreen JMJD2A-Tudor / H3K4me3 peptide binding; Potency, µM (top dose mostly 114 µM), without a hit: top-dose activity change, negative = inhibition, usual class: inhibitors; 390,000 tested, 4.4% active; AID 504339, 2011; further: on the % scale 0 is the no-effect control and ±100 the full control effect; nearly all actives have a fitted effect of over 50% in size
# APE1 inh – qHTS Assay for Inhibitors of the Human Apurinic/apyrimidinic Endonuclease 1 (APE1) | Potency, µM (series often up to 65.8 µM), inactives show at the top dose activity change, negative = inhibition, actives largely listed as inhibitors | AID 2517, 2012 | recombinant APE1, TAMRA/BHQ-2 abasic DNA cleavage fluorescence | 350,000 tested, 0.35% active;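 further: plate controls were vehicle for no effect and reference inhibitor for full effect; nearly all actives have a fitted effect of over 55% in size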
#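 0.75 nM APE1 + cpd, 15 min RT; start w/ 50 nM TAMRA/BHQ-2 THF-abasic dsDNA; kinetic fluor 525/598 nm ×3 reads @60 s; Δ(read3−read1); normalized to DMSO and NSC13755 control wells.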
# POLI inh – qHTS for Inhibitors of Polymerase Iota. DNA polymerase iota (Homo sapiens), Q9UNA4. 390,000 tested, 1% active. Potency, µM (titrated, usually from 115 µM), for inactives: top-dose activity, negative = inhibition, usual class: inhibitors. Pol iota fluorescent replication assay, 10 min. AID 588590, 2011
#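 Pol iota at 10 nM preincubated 15 min with compounds at room temperature; reaction started with fluorescent substrate, 50 nM final. Fluorescence read kinetically at 0 and 10 min; buffer-only wells as negative control.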
# BAZ2B inh – qHTS Assay for Inhibitors of BAZ2B; 360,000 tested, 4.4% active; Potency, µM (top dose mostly 114 µM), inactives show at the highest dose activity change, negative = inhibition, hits mostly inhibitors; AID 504333, 2011; AlphaScreen BAZ2B-H3K14Ac peptide displacement; further: on the % scale 0 is the no-effect control and ±100 the full control effect; nearly all actives have a fitted effect of over 60% in size
# Target sequence (Q9UIF8 whole entry, looked up): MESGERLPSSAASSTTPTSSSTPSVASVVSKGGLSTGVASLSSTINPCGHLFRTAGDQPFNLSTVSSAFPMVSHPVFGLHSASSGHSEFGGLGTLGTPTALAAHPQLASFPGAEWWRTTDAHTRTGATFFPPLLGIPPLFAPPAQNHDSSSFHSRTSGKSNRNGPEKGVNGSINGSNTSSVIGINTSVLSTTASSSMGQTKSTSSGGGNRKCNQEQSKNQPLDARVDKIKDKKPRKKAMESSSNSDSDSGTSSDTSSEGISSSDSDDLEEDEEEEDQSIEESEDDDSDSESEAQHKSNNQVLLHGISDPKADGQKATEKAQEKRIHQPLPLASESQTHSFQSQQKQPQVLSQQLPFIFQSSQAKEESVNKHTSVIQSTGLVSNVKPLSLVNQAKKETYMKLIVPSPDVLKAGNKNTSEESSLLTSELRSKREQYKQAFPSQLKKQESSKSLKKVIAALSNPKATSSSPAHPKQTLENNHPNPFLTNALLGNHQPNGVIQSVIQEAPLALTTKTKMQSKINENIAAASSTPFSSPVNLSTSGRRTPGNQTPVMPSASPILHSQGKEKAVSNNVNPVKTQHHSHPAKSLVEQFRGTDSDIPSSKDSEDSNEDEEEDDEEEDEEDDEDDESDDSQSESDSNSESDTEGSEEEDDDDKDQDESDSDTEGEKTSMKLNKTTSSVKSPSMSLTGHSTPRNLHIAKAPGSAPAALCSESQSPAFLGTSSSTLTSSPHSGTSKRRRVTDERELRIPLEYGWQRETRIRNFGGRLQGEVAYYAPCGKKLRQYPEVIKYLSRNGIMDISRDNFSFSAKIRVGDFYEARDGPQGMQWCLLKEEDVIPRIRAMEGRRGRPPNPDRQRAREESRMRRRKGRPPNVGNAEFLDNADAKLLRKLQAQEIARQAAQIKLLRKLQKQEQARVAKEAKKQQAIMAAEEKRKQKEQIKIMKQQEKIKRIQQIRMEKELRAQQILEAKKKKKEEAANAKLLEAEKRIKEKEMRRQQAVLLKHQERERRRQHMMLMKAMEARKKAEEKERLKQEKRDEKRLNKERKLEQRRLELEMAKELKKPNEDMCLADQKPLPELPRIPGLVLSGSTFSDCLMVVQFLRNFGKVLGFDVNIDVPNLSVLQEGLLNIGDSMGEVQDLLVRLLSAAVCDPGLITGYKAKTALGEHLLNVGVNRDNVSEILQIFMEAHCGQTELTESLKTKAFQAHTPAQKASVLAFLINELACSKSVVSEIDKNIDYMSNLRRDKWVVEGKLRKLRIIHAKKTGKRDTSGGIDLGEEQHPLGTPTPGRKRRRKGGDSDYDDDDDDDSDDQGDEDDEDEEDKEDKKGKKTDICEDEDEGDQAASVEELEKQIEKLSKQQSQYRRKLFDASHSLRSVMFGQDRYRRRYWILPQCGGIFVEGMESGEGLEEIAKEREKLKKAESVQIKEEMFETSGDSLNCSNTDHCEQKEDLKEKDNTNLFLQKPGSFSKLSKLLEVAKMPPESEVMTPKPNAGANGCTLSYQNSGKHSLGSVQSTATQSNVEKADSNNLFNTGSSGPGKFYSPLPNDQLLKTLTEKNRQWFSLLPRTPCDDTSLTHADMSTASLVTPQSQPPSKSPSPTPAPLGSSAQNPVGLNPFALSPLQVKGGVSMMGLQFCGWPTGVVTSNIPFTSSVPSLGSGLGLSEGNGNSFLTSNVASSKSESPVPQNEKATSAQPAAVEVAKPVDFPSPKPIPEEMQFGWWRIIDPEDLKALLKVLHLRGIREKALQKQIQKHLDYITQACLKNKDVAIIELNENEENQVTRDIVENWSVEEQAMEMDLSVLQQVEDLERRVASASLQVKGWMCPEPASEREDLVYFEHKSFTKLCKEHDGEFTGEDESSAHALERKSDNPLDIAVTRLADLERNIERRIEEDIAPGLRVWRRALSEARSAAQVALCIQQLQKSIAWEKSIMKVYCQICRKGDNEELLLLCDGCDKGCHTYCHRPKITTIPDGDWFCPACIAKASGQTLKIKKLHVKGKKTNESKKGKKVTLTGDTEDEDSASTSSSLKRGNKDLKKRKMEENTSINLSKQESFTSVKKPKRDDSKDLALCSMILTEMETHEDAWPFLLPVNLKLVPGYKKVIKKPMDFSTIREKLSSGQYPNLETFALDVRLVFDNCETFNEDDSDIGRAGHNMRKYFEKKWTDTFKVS
#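 Compounds, titrated to a top concentration of 110 uM, were incubated 30 min at room temperature with preformed BAZ2B/acetyl-K14 H3 peptide complex (50 nM each). Proximity signal was measured by AlphaScreen after 20 min with beads.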
# G9a inh – qHTS Assay for Inhibitors of Histone Lysine Methyltransferase G9a; G9a H3K9 monomethylation, AlphaScreen, 2 h; Potency, µM (titrated, usually from 102 µM), for the others: at the highest dose activity, negative = inhibition, usual class: inhibitors; 350,000 tested, 8.8% active; AID 504332, 2011; further: on the % scale 0 is the no-effect control and ±100 the full control effect; nearly all actives have a fitted effect of over 75% in size
#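 Signal arises when biotinylated H3K9 peptide, once monomethylated, bridges streptavidin donor and antibody-captured acceptor beads. Enzyme at 20 nM was preincubated 15 min with test compounds; peptide 500 nM and SAM 20 uM then reacted for 2 h.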
# POLH inh – qHTS for Inhibitors of Polymerase Eta. recombinant Pol eta, fluorescent DNA replication assay. DNA polymerase eta (Homo sapiens), Q9Y253. Potency, µM (top dose mostly 114 µM), for inactives: at the top dose activity change, negative = inhibition, actives largely listed as inhibitors. 390,000 tested, 1.2% active; further: on the % scale 0 is the no-effect control and ±100 the full control effect
#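 Fluorescent replication assay: 50 nM final substrate added after a 15 min room-temperature compound preincubation with 10 nM enzyme. Signal taken at 0 min and again at 10 min.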
# Pol beta inh – qHTS Assay for Inhibitors of DNA Polymerase Beta. P06746. Pol beta primer extension/strand displacement, fluorescence kinetic. Potency, µM (top dose mostly 114 µM), inactives show at the top dose activity change, negative = inhibition, usual class: inhibitors. 340,000 tested, 1.3% active. AID 485314, 2010; further: on the % scale 0 is the no-effect control and ±100 the full control effect
#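 Curves were derived by four-parameter Hill fits of normalized qHTS data. The kinetic fluorescent primer-extension read was taken at 0 and 10 min after 50 nM substrate, following a 15 min room-temperature preincubation of 10 nM enzyme with compounds.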
# BLM helicase inh – qHTS Assay for Inhibitors of Bloom's syndrome helicase (BLM); recombinant BLM DNA unwinding, fluorescence dequenching; AID 2528, 2010; Potency, µM (titrated, usually from 56.1 µM), for the others: at the top dose activity change, negative = inhibition, actives largely listed as inhibitors; 350,000 tested, 0.2% active; RecQ-like DNA helicase BLM (Homo sapiens), P54132;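 further: plate controls were vehicle for no effect and no enzyme for full effect; nearly all actives have a fitted effect of over 35% in size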
# An asterisk follows results filed as active; ? = inconclusive; / = no result given; [ ] = dose if it differs, or a comment. The call rests on the fitted dose curve; in most records, active means well fitted curve in the direction sought with a large enough effect; inconclusive means small, poorly fitted or top-dose-only effect, or another doubt; inactive means no such curve, though single readings can be large; an effect the other way counts as inactive or inconclusive. Potency means the concentration at half of the fitted maximal effect. Some of the compounds tested (hit frequency here may not be typical).
molecule,Pol kappa inh,JMJD2A Tudor,APE1 inh,POLI inh,BAZ2B inh,G9a inh,POLH inh,Pol beta inh,BLM helicase inh
O=C(Nc1ccc(OC(F)(F)F)cc1)Nc1cccnc1,-2%,5%,-1%,33%,2%,-1%,-28%,0%,-2%
CC1(C)CC(=O)c2cc(OCC(=O)NCCN3CCOCC3)ccc2O1,0%,-10%[57.1 µM],-4%,18%,10%,22%,-9%,-1%,-5%
COc1cccc(/C=C2/SC(=O)N(C)C2=O)c1OCc1ccc(C(=O)O)cc1,-9%,-11%,-2%,-1%,-10%,-16%,-7%,22%,2%
COc1ccc(OCC(=O)Nc2ccccc2C(=O)NC2CC2)cc1,5%,-3%,43%[activator],7%,8%,11%[2.33 µM],-14%,/,/
CCOC(=O)C1CCN(C(=O)COC(=O)c2ccc3[nH]c4c(c3c2)CCCC4)CC1,-10%,?,10%,8%,?,5%[2.33 µM],-17%,/,/
CCC(C(=O)O)n1nnc(-c2ccc(OCc3ccccc3)c(OC)c2)n1 (stereo not given),/,/,13%,/,-7%,-6%,/,-1%,-3%
CCOC(=O)c1oc2ccccc2c1CSc1nnc(-c2ccco2)o1,-28%,-4%,?,-3%,6%,-8%[59 µM],-13%,2%,-9%
O=C(NC1CCCC1)c1cccnc1N1CCCCCC1,3%[60.1 µM],-4%,-5%,26%,6%,50%[12.7 µM],-6%,8%,0%
COc1ccc(C)cc1NC(=O)Nc1cnccn1,-4%,-12%,2%,1%,-5%,28%,-20%,3%,-2%
CCOC(=O)C1CCN(C(=O)Cn2cccc2C(=O)c2ccccc2)CC1,-6%,-5%,-1%,0%,4%,3%[59 µM],-1%,2%,1%

molecule,Pol kappa inh,JMJD2A Tudor,APE1 inh,POLI inh,BAZ2B inh,G9a inh,POLH inh,Pol beta inh,BLM helicase inh
CCN(CC(=O)Nc1c(F)cccc1F)C(=O)CCc1ccc(OC)cc1,-5%,-6%,0%,114%[activator],-3%,19%,-18%,3%,-4%
CCOc1ccc(C(=O)/C=C/c2ccccc2C(F)(F)F)cc1,-5%,-6%,-2%,18%,1%,7%[59 µM],-13%,9%,0%
N#CC1=C(N)OC2=C(C(=O)CCC2)C1c1ccsc1 (stereo not given),-21%,2%[11.4 µM],19%,-3%,9%,6%,6%,9%,3%
CCOC(=O)C(C)Sc1nnc2cc(C)c3ccccc3n12 (stereo not given),-2%,-16%,/,31%[activator],-7%,2%[59 µM],-18%,?,5%
CC(=O)Nc1ccccc1-c1nc2ccccc2n(C(C)C(=O)Nc2cccc(C)c2C)c1=O (stereo not given),-21%,-28%,/,28%,-8%,0%[59 µM],-2%,2%,-5%
c1coc(-c2ncc[nH]2)c1,-9%,-18%,-10%,10%,?,?,-8%,31%,-5%
CC1CCN(CCCOc2ccc(Cl)cc2Br)CC1,0%,20µM*,-4%,-5%,?,20µM*,-20%,12%,-5%
CCN=C1S/C(=C\c2ccc(Sc3ccc(Cl)cc3)o2)C(=O)N1CC,12%,46%[activator],2%,-3%,27%,148%[activator],-16%,27%,-1%
O=S1(=O)N=C(N=Nc2c(O)[nH]c3ccccc23)c2ccccc21,-6%,-14%,-3%,-5%,-31%,-2%,-18%,2%,1%
Nc1ncnc2c1ncn2[C@@H]1O[C@H](CNC(=O)[C@H](N)Cc2cscn2)[C@@H](O)[C@H]1O,-8%,-26%,-10%,-18%,/,/,-9%,/,/

# Ordered by molar mass (smallest number first): nine of the compounds above
molecule,Pol kappa inh,JMJD2A Tudor,APE1 inh,POLI inh,BAZ2B inh,G9a inh,POLH inh,Pol beta inh,BLM helicase inh
c1coc(-c2ncc[nH]2)c1,-9%,-18%,-10%,10%,?,?,-8%,31%,-5%
COc1ccc(C)cc1NC(=O)Nc1cnccn1,-4%,-12%,2%,1%,-5%,28%,-20%,3%,-2%
CCOC(=O)C(C)Sc1nnc2cc(C)c3ccccc3n12 (stereo not given),-2%,-16%,/,31%[activator],-7%,2%[59 µM],-18%,?,5%
CCOc1ccc(C(=O)/C=C/c2ccccc2C(F)(F)F)cc1,-5%,-6%,-2%,18%,1%,7%[59 µM],-13%,9%,0%
O=S1(=O)N=C(N=Nc2c(O)[nH]c3ccccc23)c2ccccc21,-6%,-14%,-3%,-5%,-31%,-2%,-18%,2%,1%
CC1CCN(CCCOc2ccc(Cl)cc2Br)CC1,0%,20µM*,-4%,-5%,?,20µM*,-20%,12%,-5%
CCN(CC(=O)Nc1c(F)cccc1F)C(=O)CCc1ccc(OC)cc1,-5%,-6%,0%,114%[activator],-3%,19%,-18%,3%,-4%
Nc1ncnc2c1ncn2[C@@H]1O[C@H](CNC(=O)[C@H](N)Cc2cscn2)[C@@H](O)[C@H]1O,-8%,-26%,-10%,-18%,/,/,-9%,/,/
CC(=O)Nc1ccccc1-c1nc2ccccc2n(C(C)C(=O)Nc2cccc(C)c2C)c1=O (stereo not given),-21%,-28%,/,28%,-8%,0%[59 µM],-2%,2%,-5%

# Continued:
molecule,Pol kappa inh,JMJD2A Tudor,APE1 inh,POLI inh,BAZ2B inh,G9a inh,POLH inh,Pol beta inh,BLM helicase inh
CCOC(=O)Cc1csc(NC(=O)CSc2nnc(C)n2C)n1,1%,-16%,0%,-9%,2%,17%[59 µM],-6%,-22%,0%
CCCCNCc1nc2ccccc2c(=O)[nH]1,-4%,-1%,27%,-9%,-14%,-8%,3%,-4%,2%
COC(=O)c1ccccc1NC(=O)Oc1ccc(F)cc1,-11%,-15%,1%,-28%,1%,16%,0%,37%,-1%
CCOC(=O)c1c(NC(=O)CN2CCOCC2)sc2c1CCCC2=O,-2%,-9%,16%,7%,-1%,1%[59 µM],-14%,11%,3%
Cc1c(NC(=O)NC(=O)c2ccc(F)cc2)c(=O)n(-c2ccccc2)n1C,-2%,-11%,-3%,-1%,11%,6%[59 µM],-4%,6%,0%
O=C1C(Cc2ccccc2)Nc2ncnc(N3CCN(c4ccccc4)CC3)c2N1Cc1ccc(Cl)cc1 (stereo not given),-15%,-35%,0%,-4%,-34%,?,-18%,/,/
CC(C)NS(=O)(=O)c1ccc(CCC(=O)Nc2ccc3c(c2)OCCO3)cc1,-2%,3%,-2%,-6%,4%,10%[59 µM],-22%,55%,-11%
CCOc1ccc(C(=O)Nc2cc3c(cc2N2CCCC2)n(CC)c(=O)n3CC)cc1OCC,-2%,-32%,0%,?,?,45µM*,-5%,24%,-3%
O=C(Cc1ccc(F)cc1)N1CCC(N2CCC(C(=O)N3CCOCC3)CC2)CC1,7%,-12%,5%,1%,-14%,5%,-1%,2%,-4%
C=CC[C@H](CC(=O)NCCO)C(=O)N[C@@H](COC(=O)[C@@H](CC=C)CC(=O)OC(C)(C)C)Cc1c[nH]c2ccccc12,-5%,-21%,5%,42%,/,/,-23%,/,/

molecule,Pol kappa inh,JMJD2A Tudor,APE1 inh,POLI inh,BAZ2B inh,G9a inh,POLH inh,Pol beta inh,BLM helicase inh
Clc1ccc(-n2nnnc2-c2cnc(-c3ccncc3)nc2-c2cccs2)cc1,-6%,-20%,2%,0%,-3%,-13%[59 µM],-23%,16%,-8%
Cc1csc(NC(=O)CSc2ncn(-c3ccccc3)n2)n1,-6%,-11%,15%,9%,5%,19%[59 µM],-2%,26%,-4%
Cc1ccc2nc3c(c(C(=O)O)c2c1)CCC3,-43%,-30%,?,?,-32%,50µM*,32µM*,45µM*,0%
COc1cc2c(cc1OC)CN(CC(=O)Nc1ccc3c(c1)OC(F)(F)O3)CC2,-13%,-26%,-9%,13%,-10%,-28%[59 µM],-17%,28%,-3%
CC(=O)Nc1ccc(S(=O)(=O)N2CCSC2)cc1,10%,-1%,13%,80%[activator],-1%,19%[59 µM],-17%,23%,-4%
Nc1ccccc1SCC(=O)Nc1ccc(N2CCOCC2)cc1,-5%,-14%,-9%,15%,-32%,45µM*,-7%,17%,-1%
CC(C)c1ccc(-c2nnc3n(CCc4ccccc4)c(=O)c4ccccc4n23)cc1,3%,-16%,/,-8%,-1%,-34%[59 µM],-3%,-1%,-1%
CCc1ccc(-c2nc(CS(=O)CC(=O)NCc3ccc(F)cc3)c(C)o2)cc1 (stereo not given),-7%[60.1 µM],2%,/,7%,1%,5%[59 µM],-6%,19%,2%
COc1ccc(CNC(=O)c2cc3c(=O)n4cccc(C)c4nc3s2)cc1,9%,-1%,/,15%,2%,-1%[59 µM],-11%,6%,-20%
Cc1ccc(C)c(S(=O)(=O)N2CCN(C(=O)C3CCN(C(=O)c4ccc(F)cc4)CC3)CC2)c1,-16%,-16%,6%,28%,7%,7%[12.7 µM],-9%,/,/

molecule,Pol kappa inh,JMJD2A Tudor,APE1 inh,POLI inh,BAZ2B inh,G9a inh,POLH inh,Pol beta inh,BLM helicase inh
CCCNC(=O)C1CC(=O)N(c2ccc(OCC(=O)Nc3cc(C)cc(C)c3)cc2)C1 (stereo not given),-13%,?,-7%,-1%,-9%,-46%,-13%,-3%,-12%
CCOc1ccc(NC(=O)CN(C)C(=O)CCNC(=O)c2ccc(Br)cc2)cc1OCC,-5%,-19%,3%,16%,3%,?,-14%,/,/
CCN1CCN(C(=O)C2CCN(C(=O)c3cc4sccc4n3CC)CC2)CC1,-1%,-9%,-1%,-1%,-4%,19%[59 µM],-7%,3%,-5%
Cn1cccc1C(=O)N1CCC2(CCCN(C(=O)Nc3ccccc3)C2)CC1,14%[60.1 µM],/,2%,/,/,-2%[12.7 µM],/,/,-2%
CCC1(c2ccc(OC)cc2)NC(=O)N(CC(=O)c2ccc3c(c2)OCCO3)C1=O (stereo not given),-20%,-16%,-16%,-3%,1%,1%[12.7 µM],-20%,/,/
Cc1cc(O)c(C=Nc2cccc(Cl)c2)c(=O)o1,-26%,-29%,0%,?,-7%,?,-16%,3%,-10%

# High-throughput results deposited in PubChem BioAssay by National Center for Advancing Translational Sciences (NCATS).
